Compound activity: PubChem, National Center for Advancing Translational Sciences (NCATS)
ELG1 genotox: induces genotoxicity in HEK293T cells with luciferase-tagged ELG1; AID 504466; Potency, µM (titrated, usually from 46 µM), without a hit: at the top dose activity change, positive = activation, usual class: activators; actives 1.3% (n = 330,000); HEK293T ELG1-luciferase reporter, luminescence, 16 h; note: potency is the fitted concentration of half-maximal effect; % of control where 0% means no effect; nearly all actives have a fitted effect of over 60% in size
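DMSO vehicle served as control against compound-treated ELG1-luciferase HEK293T cells; exposure lasted 16 hr at 37 °C and 5% CO2, followed by ONE-Glo luminescence detection after 30 min.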
USP2a inh: USP2a (human) protease inhibition; Potency, µM (doses to about 38.3 µM), inactives show at the highest dose activity change, negative = inhibition, hits mostly inhibitors; O75604; actives 0.01% (n = 330,000); USP2 core, Ub-CHOP2 coupled fluorogenic reporter, 485/531; AID 463254;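 note: potency is the fitted concentration of half-maximal effect; plate controls were DMSO wells for no effect and full inhibition by NEM control for full effect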
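Deubiquitinase activity read as fluorescence (485/531 nm) after Ub-CHOP2 cleavage activates the enterokinase reporter on its substrate; USP2 core 10nM, Ub-CHOP2 and substrate 25nM each, 30min compound preincubation then 60min RT; data normalized to NEM, curves fitted.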
S-ASM inh: blocks human secretory acid sphingomyelinase; P17405; placental ASM, HMU-PC fluorogenic substrate, 60 min; Potency, µM (titrated, usually from 57.5 µM), inactives show at the highest dose activity change, negative = inhibition, usual class: inhibitors; actives 0.006% (n = 340,000); note: potency is the fitted concentration of half-maximal effect
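Human placenta-derived ASM preincubated with compound 10 min at room temperature, then reacted with 9 uM (final) fluorogenic HMU-PC substrate for 60 min at 37 C. Stop solution raises pH to 10; fluorescence read at Ex 386/Em 447 nm.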
Eya2 phos inh: Eya2 (human) phosphatase inhibition; O00167; AID 488837; Potency, µM (doses to about 76.9 µM), inactives show top-dose activity, negative = inhibition, actives largely listed as inhibitors; recombinant Eya2, OMFP fluorescence dephosphorylation (OMFP is methylfluorescein phosphate); actives 0.006% (n = 330,000); note: potency is the fitted concentration of half-maximal effect; % is set by controls: 0 for no effect and ±100 for the full control effect
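Eya2 protein (added as 0.2 uM solution) was preincubated with compound for 10 min at ambient temperature in 50 mM HEPES pH 7.5, 50 mM NaCl, 5 uM MgCl2, 0.05% BSA, 1 mM DTT. OMFP (added at 50 uM) then reacted 10 min; fluorescence read at 485/525 nm.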
PTAP TSG101 blk: blocks PTAP/TSG101 interaction to inhibit HIV-1 budding; Fluorescence polarization, FITC-PTAP peptide / Tsg101 binding; Potency, µM (titrated, usually from 115 µM), for inactives: at the top dose activity change, negative = inhibition, usual class: inhibitors; 340,000 tested, under 10 active; active = well fitted inhibition curve with a large enough effect in the main read-out, with a control signal flat, not every such curve was filed as active; inconclusive = small, poorly fitted or top-dose-only effect, or effect the other way, or a change in a side signal; inactive = no such curve, though single readings can be large or run the other way; note: potency is the fitted concentration of half-maximal effect; % of control where 0% means no effect
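Steps: Tsg101 binding domain dispensed (10 uM final), compounds pinned in DMSO, FITC-labeled PTAP-motif peptide added (50 nM final); after 20 min binding at room temperature, polarization measured.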
BRCA1 expr act: increases BRCA1 expression; Potency, µM (series often up to 46.1 µM), inactives show at the highest dose activation, most hits filed as activators; AID 624202; actives 1.1% (n = 380,000); MCF7-BRCA1-FFLuc reporter, luminescence, 48 h; response scale: scaled: vehicle 0%, 10 µM genistein 100%; note: potency is the fitted concentration of half-maximal effect; nearly all actives have a fitted effect of over 80% in size; some results filed as inactive show a strong effect at the top dose
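48 h compound treatment of MCF7-BRCA1-FFLuc cells (phenol-red free MEM, 37 °C), then 15 min with luciferase substrate and luminescence imaging.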
TRPV1 agonist: human TRPV1 agonism; Q8NER1; TRPV1-expressing cells, Fluo-8 calcium influx, agonist mode; activation, % at 8.33 µM; actives 0.19% (n = 320,000); AID 540275; in the data active = activation above about 80%; inconclusive = between about 30% and that limit; note: 0% is about no effect
Target sequence (Q8NER1 whole entry, looked up): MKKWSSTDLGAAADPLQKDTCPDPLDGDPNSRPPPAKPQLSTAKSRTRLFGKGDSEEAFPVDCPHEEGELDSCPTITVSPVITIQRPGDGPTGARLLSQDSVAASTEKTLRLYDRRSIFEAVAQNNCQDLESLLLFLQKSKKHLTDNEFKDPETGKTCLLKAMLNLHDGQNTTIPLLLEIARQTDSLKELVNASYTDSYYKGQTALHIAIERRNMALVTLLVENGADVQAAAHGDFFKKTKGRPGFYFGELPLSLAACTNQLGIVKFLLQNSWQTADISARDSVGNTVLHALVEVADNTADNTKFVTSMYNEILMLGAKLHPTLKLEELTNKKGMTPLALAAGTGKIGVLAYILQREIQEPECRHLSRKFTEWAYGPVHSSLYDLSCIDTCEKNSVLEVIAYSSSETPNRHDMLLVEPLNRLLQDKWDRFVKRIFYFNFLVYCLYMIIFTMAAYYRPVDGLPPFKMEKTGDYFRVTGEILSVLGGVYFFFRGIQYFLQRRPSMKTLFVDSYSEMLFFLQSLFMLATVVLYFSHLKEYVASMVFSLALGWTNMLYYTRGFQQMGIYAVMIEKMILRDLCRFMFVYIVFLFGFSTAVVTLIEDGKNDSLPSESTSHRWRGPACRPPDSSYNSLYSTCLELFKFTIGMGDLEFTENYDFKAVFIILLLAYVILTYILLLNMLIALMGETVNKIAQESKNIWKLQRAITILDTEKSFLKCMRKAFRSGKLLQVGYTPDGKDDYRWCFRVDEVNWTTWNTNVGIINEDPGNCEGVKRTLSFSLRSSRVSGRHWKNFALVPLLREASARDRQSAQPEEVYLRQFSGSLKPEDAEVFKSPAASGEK
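Cells expressing TRPV1 were dye-loaded with Fluo-8 and read kinetically: 10 s baseline, 3 min after compound (agonist portion), then 2 min after EC20 capsaicin (allosteric enhancer portion). Calcium-bound dye fluorescence at 480/520 nm.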
a7 integrin act: activators of alpha7 integrin expression for muscular dystrophy | actives 0.064% (n = 350,000) | alpha7betagal myoblasts, beta-gal FDG fluorescence, 48 h | Potency, µM (series often up to 38.3 µM), for the others: at the top dose activation, actives largely listed as activators | AID 624291;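 note: potency is the fitted concentration of half-maximal effect; 100% = response of the positive control SU9516; nearly all actives have a fitted effect of over 60% in size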
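alpha7betagal+/- myoblasts (passage 13, 250/well) treated 48 h at 37C with compounds at 1:260 dilution of DMSO stock. Lysed, then beta-galactosidase activity read as FDG fluorescence (ex 480/em 540) after 30 min, with pre-read for autofluorescence.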
B2AR arrestin: beta2AR (human) beta-arrestin recruitment activity. beta-arrestin recruitment to beta2AR, cell-based reporter. Potency, µM (titrated, usually from 46.1 µM), for inactives: top-dose activation, most hits filed as activators. actives 0.02% (n = 330,000);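 note: potency is the fitted concentration of half-maximal effect; 0% = DMSO controls and full agonism = EC100 isoproterenol or metaproterenol; nearly all actives have a fitted effect of over 65% in size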
uPA surface inh: cell surface uPA generation inhibition; cell surface uPA generation assay, qHTS; Potency, µM (series often up to 38.3 µM), for the others: at the highest dose activity change, negative = inhibition, hits mostly inhibitors; actives 0.31% (n = 330,000); active = well fitted inhibition curve with a large enough effect; inconclusive = small, poorly fitted or top-dose-only effect; inactive = no such curve, though single readings can be large or run the other way; tested in mouse RAW 264.7 cells; note: potency is the fitted concentration of half-maximal effect; % is set by controls: 0 for no effect and ±100 for the full control effect; nearly all actives have a fitted effect of over 55% in size
p53 reactivation: restores transcriptional activity of mutant p53. H1299 p53-A138V BP100-luciferase reporter, luminescence, 24 h. Potency, µM (doses to about 92.2 µM), for the others: at the highest dose activity change, positive = activation, hits mostly activators. actives 0.063% (n = 320,000). AID 504706; note: potency is the fitted concentration of half-maximal effect; % of control where 0% means no effect; nearly all actives have a fitted effect of over 45% in size
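H1299 (p53-null), stable ts p53-A138V + BP100-Luc; 1000 cells/well, Opti-MEM/10% FBS; cpd 4 pt, 1:5; 24 h, 37 deg C, 5% CO2; detection reagent 10 min RT; luminescence.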
Active calls of the source: *; ? = inconclusive; / = no result given; [ ] = remark or other dose. Unless noted, calls come from the whole dose curve; as a rule, active = well fitted curve in the direction sought with a large enough effect; inconclusive = small, poorly fitted or top-dose-only effect, or another doubt; inactive = no such curve, though single readings can be large; an effect the other way counts as inactive or inconclusive.

Results follow in this order: ELG1 genotox, USP2a inh, S-ASM inh, Eya2 phos inh, PTAP TSG101 blk, BRCA1 expr act, TRPV1 agonist, a7 integrin act, B2AR arrestin, uPA surface inh, p53 reactivation
O=C(c1cccnc1)N1N=C(C2CCCCC2)CC1(O)C(F)(F)F (configuration not stated)
  -1%, -4%, -1%, 8%, -2%, -22%, 1, -38%, -0.5%, -1%, 1%
Cc1ccc(Cl)cc1N1CCN(C(=O)CSc2ccsc2[N+](=O)[O-])CC1
  0%, 0%, -7%, 5%, -3%, -31%, -2, -11%, 0.3%, 1%, -2%
CCOC(=O)c1cnc2cc(F)c(F)cc2c1N1CCOCC1
  -2%, -1%, -2%, 6%, -1%, -3%, 4, 9%, 0.5%, 0%, -6%
Cc1ccc(N2CC(C(=O)N3CCC(c4nc5ccccc5[nH]4)CC3)CC2=O)cc1C (configuration not stated)
  -4%, -1%, 1%, -5%, -1%, -5%, 6, -30%, 0.4%, 3%, -6%
CCOC(=O)C1CCCN(C(=O)CSc2ccc(NC(C)=O)cc2)C1 (configuration not stated)
  2%, 7%, 1%, 12%, -3%, 12%, -3, -10%, 0.2%, 1%, -4%
Cc1cc(C(N)=O)c2ccccc2n1
  0%, 2%, -1%, 5%, -1%, 16%, -3, 36%, 0.0%, 11%, -3%
COc1cccc(CN2CC(C(=O)NCCOc3cccnc3)CCC2=O)c1 (configuration not stated)
  0%, 4%, -1%, -1%, -14%, 11%, 1, -6%, -0.2%, -2%, 8%
COc1ccc(CCN2CC3=C(C2=O)C(c2ccccc2)NC(=O)N3C)cc1OC (configuration not stated)
  0%, 2%, 0%, -3%, -9%, -2%, -1, 2%, 0.2%, 3%, -7%
O=C(CCCc1cccs1)Nc1ccc2c(c1)OCO2
  ?, 1%, 3%, -1%, -1%, ?, ?, 0%, 0.1%, ?, 7%
Cc1ccc(-c2cc3nc(C)cc(NCc4ccco4)n3n2)cc1
  4.1µM*, -2%, 123%[activator], -15%, /, -2%, 28, -19%, -1.0%, -26%, ?
O=C(NC(=S)NCCc1ccccn1)c1ccco1
  11%, -3%, -1%, 0%, -3%, ?, -2, -14%, 0.0%, -12%, -1%
CCC(C)NC(=O)Nc1ccccc1F (configuration not stated)
  -2%, 0%, 4%, -1%, -1%, 0%, 6, -14%, -0.2%, -1%, 12%
S=C(NCCc1cccc(Cl)c1)NC1CCCCC1
  ?, 4%, 0%, -8%, 2%, 3.2µM*, ?, -36%[inhibitor], -0.2%, 4%, ?
CN(CC(=O)Nc1c(Cl)cccc1Cl)C(=O)c1sccc1-c1ccccc1
  -5%, -2%, -4%, 18%, -4%, -34%, 4, 4%, -0.2%, -1%, -5%
CC(=O)Nc1ccc(S(=O)(=O)Oc2cccc(/C=N/N=C3/NC(=O)C(CC(=O)O)S3)c2)cc1 (configuration not stated)
  0%, 0%, 7%, 0%, -4%, 1%, 0, -13%, -0.2%, 0%, 1%
O=C(/C=C/c1ccccc1)Nc1ccc(NC(=O)c2cccs2)cc1
  ?, -1%, -1%, -11%, -1%, 57%, 1, 15%, -0.3%, 6%, -3%
CCC(=O)N1CCc2cc(Br)cc(S(=O)(=O)N3CCCC(C(=O)O)C3)c21 (configuration not stated)
  2%, 2%, 2%, -1%, -6%, -2%, -6, -3%, 0.1%, 7%, 8%
N#C/C(=C\c1ccc[nH]1)C(=O)Nc1ccccc1Cl
  ?, 2%, 4%, -2%, -14%, 19%, -2, -34%, -0.2%, -3%, ?
O=C(Cn1c(=O)oc2ccccc21)NCCc1ccccc1Cl
  1%, 2%, 1%, -7%, -7%, -1%, 10, ?, 0.0%, -2%, -3%
COc1ccc(C(CNC(=O)c2ccc(S(=O)(=O)N(C)C)cc2)N2CCCCC2)cc1 (configuration not stated)
  4%, -1%, 0%, -5%, -3%, -3%, 5, -5%, 0.3%, -2%, -2%
O=c1[nH]c2ccccc2cc1CN(Cc1cccnc1)S(=O)(=O)c1ccc(Cl)cc1
  -15%, 2%, -3%, 3%, -3%, 0%, -1, -7%, 0.1%, -12%, -9%
Cc1ccc(C(=O)COC(=O)CCCC(=O)NC2CCCCC2)cc1[N+](=O)[O-]
  -2%, -1%, 4%, -3%, -11%, -1%, -1, 33%, 0.1%, 1%, -15%
O=C(/C=C/c1ccccc1)NC(NC(=S)Nc1ccc(C(=O)O)cc1)C(Cl)(Cl)Cl (configuration not stated)
  3%, 1%, 6%, 10%, -2%, -7%, -2, 4%, -0.1%, 0%, 5%
Cc1ccc(N2CC(C(=O)N3CCc4ccccc4C3)CC2=O)cc1 (configuration not stated)
  -1%, 0%, -2%, -1%, -4%, 6%, 8, 19%, -0.4%, -5%, -1%
Cc1ccc(C(NC(=O)c2cccc(S(=O)(=O)N3CCN(C)CC3)c2)c2ccccc2)cc1 (configuration not stated)
  1%, -1%, -1%, -11%, 0%, -16%, 16, -9%, -0.6%, -19%, -2%
Cc1cc(=O)n2nc(N3CCCC(C(=O)N4CCN(c5ccccc5)CC4)C3)sc2n1 (configuration not stated)
  -7%, 0%, -1%, 11%, -3%, -6%, -2, -1%, -0.6%, -4%, -4%
CCN1C(=O)CC2(C[N+]3(C)CCC2CC3)C1=O (configuration not stated)
  4%, 0%, 4%, 6%, -1%, -10%, 0, 11%, -0.7%, -6%, -8%
Cc1ccc(N(C(C)C(=O)Nc2ccc(S(=O)(=O)N3CCOCC3)cc2)S(C)(=O)=O)cc1 (configuration not stated)
  1%, 0%, 1%, -20%, -2%, -1%, 0, 23%, 0.1%, -2%, -2%
C=C(C)Cn1c(N(CCO)Cc2ccccc2)nc2c1c(=O)[nH]c(=O)n2C
  11%, 2%, 3%, -5%, -2%, -10%, -5, -7%, -1.5%, -5%, -2%
CC1CCc2c(c3ccccc3[nH]c2=O)O1 (configuration not stated)
  7%, -2%, -3%, -12%, -5%, -38%, -2, ?, 0.5%, 8%, -2%
O=C(CNC(=O)c1ccco1)OCc1cccc(Cl)c1
  4%, 2%, 2%, 2%, -9%, -3%, 1, -14%, 0.0%, 3%, -1%
Cc1ccc2c(C(=O)CN3CCN(c4ccccc4)CC3)c(C)[nH]c2c1
  0%, -1%, -3%, -3%, -2%, -46%, 19, 17%, -1.1%, 0%, -1%
O=C(c1c(Cl)nc2sccn12)N(C(=O)c1c(Cl)nc2sccn12)c1ccc(Cl)cn1
  3.7µM*, -14%, -11%, -12%, -2%, -62%, 4, -22%, -1.1%, -28%, ?
Cc1ccc(NC(=O)CN(C)C(=O)COc2ccccc2-c2ccccc2)cc1
  -6%, -12%, -1%, 3%, -9%, -33%, /, -39%, 0.8%, 4%, 6%
Cc1ccc(CS(=O)(=O)CCC(=O)NCCN2CCCCC2C)cc1 (configuration not stated)
  -3%, 3%, 1%, 3%, -2%, -4%, -4, -13%, -0.8%, 3%, -4%
CCN(CC)S(=O)(=O)c1cccc(-c2nn(-c3ccccc3)cc2/C=C(\C#N)C(=O)NCc2ccco2)c1
  5%, 0%, 13%, -1%, 0%, -16%, 23, -16%, -1.4%, 16%, -6%
N#CCc1cc2ccc3cccc4ccc(c1)c2c34
  1%, 1%, -10%, -4%, -1%, 38%, 20, 10%, -0.6%, -9%, 1%
CCOC(=O)N1CCC(N2CCN(S(=O)(=O)c3ccc(Cl)cc3)CC2)CC1
  -2%, 5%, 0%, -22%, -2%, -32%, 1, 5%, -1.0%, /, 0%
CC(C)(C)CN1C(N)=NC[C@H]1Cc1ccc(O)cc1
  -1%, -10%, 2%, 14%, 0%, 5%, -2, 0%, -0.3%, -4%, -2%
O=C(O)c1cccc(NS(=O)(=O)/C=C/c2ccccc2)c1
  -2%, 0%, 2%, -5%, -4%, 17%, -1, 15%, -1.5%, 4%, 3%
C/C(=N/NC(=O)CNC(=O)c1cccnc1)c1ccccc1
  -1%, 1%, 6%, -14%, 0%, 4%, -2, 0%, 0.3%, -5%, -5%
CC1(C)CC(=O)C2=C(C1)NC(=O)NC2c1ccccc1Cl (configuration not stated)
  /, /, 1%, /, -4%, -10%, /, -9%, /, 0%, /

Not a hit list; overall some 2.6% were active at least once.
